Screens (PubChem)
HepG2 viability – counter-screen for TGF-b inhibitors: cytotoxicity in HepG2 cells; AID 588856; 410,000 compounds, 0.76% hits; Potency, µM (series often up to 46.1 µM), inactives show top-dose activity change, negative = cytotoxicity, most hits filed as cytotoxic; HepG2 CAGA-GFP viability, ATP luminescence, 18 h; also: potency is read from the fitted curve at half-maximal effect; some results filed as inactive show a strong effect at the top dose
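HepG2 CAGA-GFP cells (1000/well, DMEM with 1% FBS) received compound, then TGF-beta at 500 pg/mL final, and were incubated 18 hours at 37 degrees C. Viability was read by CellTiter-Glo luminescence. Media-only wells were set as complete cell-killing and DMSO as no toxicity.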
IL1B secr inh – blocks inflammasome-driven IL-1 beta release | THP-1 LPS/ATP IL-1B secretion, AlphaLISA, 16 h; active compounds read low | activity change, % at 57.5 µM | 360,000 compounds, 4.7% hits; in the data active = activity change below about -50%; inconclusive = mostly about -30% to -49%; also: % is scaled to controls: 0 for no effect and ±100 for the full control effect
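Secreted IL-1B measured by AlphaLISA bead assay after 16 h compound exposure of THP-1 cells; compounds (final up to 57.5 uM) added 1 h before LPS (250 ng/mL) and ATP (1.25 mM) stimulation; lower signal means less secretion.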
TGFb SMAD3 inh – blocks TGF-b signaling. HepG2 CAGA-GFP TGF-b/SMAD3 reporter, GFP fluorescence, 18 h; TGF-beta stimulated, 500 pg/mL final. 410,000 compounds, 1.2% hits. Potency, µM (titrated, usually from 46.1 µM), without a hit: top-dose activity, negative = inhibition, usual class: inhibitors; also: potency is read from the fitted curve at half-maximal effect; % is scaled to controls: 0 for no effect and ±100 for the full control effect; nearly all actives have a fitted effect of over 65% in size
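HEPG2 CAGA-GFP reporter cells (1000/well, DMEM with 1% FBS) received compounds, then recombinant TGF-beta at 500 pg/mL final for 18 hours at 37 degrees C. Per-cell GFP summed per well was normalised to unstimulated and stimulated DMSO controls before curve fitting.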
Nrf2 block – blocks Nrf2 signaling; Potency, µM (doses to about 46 µM), without a hit: top-dose activity change, negative = inhibition, hits mostly inhibitors; 360,000 compounds, 2.1% hits; A549 ARE-Fluc reporter, luciferase luminescence, 18-24 h; AID 504444; also: potency is read from the fitted curve at half-maximal effect; % is scaled to controls: 0 for no effect and ±100 for the full control effect; nearly all actives have a fitted effect of over 60% in size
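Reporter: ARE-Fluc in A549. Exposure: 18-24 h, 37 °C, 5% CO2, 5% FBS OPTI-MEM. Readouts: fluorescent cytotoxicity (CellTiter-Fluor), then luminescent Nrf2 signal after BugLite.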
Nrf2 ARE act – activates Nrf2 signaling. AREc32 ARE-luciferase reporter (MCF7-derived line), luminescence, 24 h. Potency, µM (highest dose often 46.1 µM), inactives show at the highest dose activation, most hits filed as activators. 410,000 compounds, 0.31% hits; also: potency is read from the fitted curve at half-maximal effect; % of control where 0% means no effect; nearly all actives have a fitted effect of over 65% in size
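AREc32 cells carrying an ARE-driven firefly luciferase, 1000 cells/well in OPTI-MEM with 5% FBS, dosed after overnight attachment and incubated 24 hr at 37 deg C. Steady-Glo luminescence read after 30 min at RT.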
A549 tox – counter-screen for Nrf2 inhibitors: cytotoxicity in A549 cells | A549 ARE-Fluc cells, CellTiter-Fluor viability, 18-24 h | Potency, µM (highest dose often 46 µM), without a hit: top-dose activity change, negative = cytotoxicity, actives largely listed as inhibitors | 390,000 compounds, 0.16% hits; also: potency is read from the fitted curve at half-maximal effect; % is scaled to controls: 0 for no effect and ±100 for the full control effect
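A549 ARE-Fluc cells in 5% FBS OPTI-MEM, 5000 cells/well, rested 2 h then exposed to compounds in concentration-response for 18-24 h at 37 °C. Viability by CellTiter-Fluor fluorescence (Ex 405/Em 525) after 30 min; luciferase luminescence (BugLite, 15 min, RT) read afterwards.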
ATXN2 expr inh – inhibitors of ATXN2 expression; Potency, µM (top dose mostly 57 µM), for the others: at the top dose activity change, negative = inhibition, hits mostly inhibitors; HEK-293 ATXN2-luciferase reporter, luminescence, 24 h; 360,000 compounds, 0.72% hits; also: potency is read from the fitted curve at half-maximal effect; % is scaled to controls: 0 for no effect and ±100 for the full control effect; nearly all actives have a fitted effect of over 55% in size
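ATXN2-luciferase reporter cells (luciferase flanked by upstream and downstream ATXN2 gene portions) were treated 24 h at 37 °C with compounds at up to 57 uM. SteadyGlo luminescence gave expression; GF-AFC fluorescence gave viability.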
MCF10A rerep – DNA re-replication induction in MCF 10a cells; MCF 10A DNA re-replication, Hoechst nuclear intensity, 48 h; 350,000 compounds, 2.9% hits; Potency, µM (highest dose often 46.1 µM), for inactives: at the top dose activity, positive = re-replication, actives largely listed as activators; also: potency is read from the fitted curve at half-maximal effect; % of control where 0% means no effect; nearly all actives have a fitted effect of over 50% in size
ATXN viability – reduces viability in counter-screen for ATXN expression inhibitors; Potency, µM (series often up to 56.7 µM), most hits filed as cytotoxic; 400,000 compounds, 0.49% hits; AID 651635; S2 cells (HEK-293 line with an ATXN2-luciferase reporter) viability, CellTiter-Fluor protease fluorescence, 24 h; also: potency is read from the fitted curve at half-maximal effect; nearly all actives have a fitted effect of over 40% in size
Starred values were filed as active, the others as inactive; i = inactive; ? = inconclusive; nt = not tested or not shown; [ ] = dose if it differs, or a comment. Unless noted, calls follow the shape of the dose curve; as a rule, active = well fitted curve in the direction sought with a large enough effect; inconclusive = small, poorly fitted or top-dose-only effect, or another doubt; inactive = no such curve, though single readings can be large; an effect the other way counts as inactive or inconclusive. A portion of the library, so the mix of outcomes need not match the whole.

Results follow in this order: MCF10A rerep	A549 tox	IL1B secr inh	ATXN2 expr inh	HepG2 viability	TGFb SMAD3 inh	ATXN viability	Nrf2 block	Nrf2 ARE act
C[C@@H]1CN([C@@H](C)CO)C(=O)CCCn2nncc2CO[C@H]1CN(C)C(=O)Oc1ccccc1
→ nt	nt	2.0	-6.0%	-2.8%	-0.5%	i	nt	-0.5%
Cc1ccc(NC(=O)CN2C(=O)CN=C(c3ccccc3)c3ccccc32)c(C)c1
→ nt	-7.9%	nt	-0.6%	-28.7%	7.4%	i	6.8%	0.0%
COc1ccc(C(=O)C2CCCN(C3CSCCSC3)C2)c(C)c1 (centres undefined)
→ ?	-1.4%	7.6	0.6%	-22.1%	3.6%	i	-18.8%	-0.1%
Cc1ccc(CN2C(=O)c3ccccc3Sc3ccc(C(=O)N4CCC5(CC4)OCCO5)cc32)cc1
→ nt	-11.3%	nt	nt	-37.0%	?	nt	nt	-0.7%
CN(C)c1ccc(N=Cc2c(O)n(CCC3=CCCCC3)c(=O)[nH]c2=O)cc1
→ ?	-8.7%	4.6	4.2%	1.9%	41.9%[activator]	i	?	-0.9%
C(=NN1CCCCCC1)c1c[nH]c2ccccc12
→ 29.2%	0.8%	7.8	0.0%	-4.4%	9.3%	i	3.4%	10.0%
COC(=O)C1=C(c2ccc(OC)c(OC)c2)C[C@@H]2CC[C@H]1N2C(=O)NCCOc1ccccc1
→ ?	-1.3%	4.4	3.5%	-3.8%	?	i	0.7%	-0.2%
O=C(c1ccc(Cl)cc1)c1cn(Cc2ccccc2)c2cc3c(cc2c1=O)OCCO3
→ nt	-26.8%	nt	0.0%	-11.7%	-13.4%	i	?	-0.5%
O=S(=O)(c1ccc(F)cc1)N1CN2CCN(C2)C1
→ -1.3%	7.4%	1.7	nt	0.8%	-5.3%	i	-0.9%	0.0%
CN1C(=O)C(C)(C2=CCCCC2)C(=O)NC1=S (centres undefined)
→ -1.8%	?	12.9	-2.5%	-4.9%	?	i	?	-0.3%
O=C(COc1ccc(Cl)cc1Cl)Nc1ccc(CN2CCCCC2)cc1
→ ?	-1.3%	-17.9	9.4%	-2.1%	1.9%	i	6.7%	-0.2%
COc1cc(C2c3cc4c(c(O)c3CC3COC(=O)C32)OCO4)cc(OC)c1O (centres undefined)
→ nt	-1.3%	nt	nt	-1.9%	?	nt	?	nt
CCOC(=O)c1ccc(N2C(=O)c3[nH]nc(-c4ccccc4)c3C2c2ccc(C(C)C)cc2)cc1 (centres undefined)
→ nt	-24.4%	nt	8.3%	0.4%	?	i	?	-0.4%
c1ccc(Cn2ccnc2)cc1
→ 3.9%	3.7%	37.2	2.2%	-21.5%	-12.9%	i	33.7%	-0.5%
COC(=O)C1=C(c2cc3ccccc3s2)C[C@@H]2CC[C@H]1N2C(=O)NC1CCCCC1
→ 20.6µM*	-19.4%	-14.5	?	-44.6%	?	?	?	-1.1%

Reprinted from the part before: four entries; new compounds follow.
Results follow in this order: MCF10A rerep	A549 tox	IL1B secr inh	ATXN2 expr inh	HepG2 viability	TGFb SMAD3 inh	ATXN viability	Nrf2 block	Nrf2 ARE act
COc1cc(C2c3cc4c(c(O)c3CC3COC(=O)C32)OCO4)cc(OC)c1O (centres undefined)
→ nt	-1.3%	nt	nt	-1.9%	?	nt	?	nt
CCOC(=O)c1ccc(N2C(=O)c3[nH]nc(-c4ccccc4)c3C2c2ccc(C(C)C)cc2)cc1 (centres undefined)
→ nt	-24.4%	nt	8.3%	0.4%	?	i	?	-0.4%
c1ccc(Cn2ccnc2)cc1
→ 3.9%	3.7%	37.2	2.2%	-21.5%	-12.9%	i	33.7%	-0.5%
COC(=O)C1=C(c2cc3ccccc3s2)C[C@@H]2CC[C@H]1N2C(=O)NC1CCCCC1
→ 20.6µM*	-19.4%	-14.5	?	-44.6%	?	?	?	-1.1%
CN1CCN(c2ccccc2NC(=O)c2ccc(-c3ccc(Cl)c(Cl)c3)o2)CC1
→ ?	-15.3%	-77.7*	?	5.0%	13.6%	?	-20.0%	2.3%
O=C(Nc1ccc2c(c1)OCO2)c1cccn(Cc2ccccc2)c1=O
→ nt	-11.7%	nt	0.8%	-17.5%	-18.0%	i	nt	1.3%
CC(C)Cc1nnc(NC(=O)CCC(=O)N2CCC3(CC2)OCCO3)s1
→ -4.8%	-2.8%	22.5	9.5%	20.1%	34.8%	i	0.0%	-0.2%
COC(=O)C(O)(c1ccc(NC(=S)NC(=O)c2ccccc2)cc1)C(F)(F)F (centres undefined)
→ ?	-9.4%[1.84 µM]	5.6	1.1%	-34.0%	-18.6%	i	16.4µM*	5.7%
Cc1noc(C)c1CSc1nc2cc(S(=O)(=O)N3CCOCC3)ccc2o1
→ ?	9.3%	-8.5	4.7%	-1.6%	-3.1%	i	nt	4.8%
CN(C)P(=O)(NC(=O)c1cccn1C)N(C)C
→ -3.0%	3.0%	-29.4	-14.5%	-0.9%	?	i	18.0%	-0.7%
CC1(C)CC(=O)C2=C(C1)NC(=O)C21C(C(=O)OC(C)(C)C)=C(N)Oc2ccc(Br)cc21 (centres undefined)
→ ?	-12.3%	0.0	-24.3%	-6.0%	-8.5%	i	?	0.3%
OC[C@H]1O[C@@H](n2cnc3cc(Cl)c(Cl)cc32)[C@H](O)[C@@H]1O
→ ?	-12.5%	-69.5*	-32.5%	-41.0%	?	i	?	-0.1%
Nc1c2c(nc3sc4c(c13)CCCC4)CCCCC2
→ ?	0.2%	-17.7	-17.3%	-19.9%	5.1%	?	8.1%	0.6%
COc1ccc(C2c3c(nc(C)[nH]c3=O)Oc3c2c(=O)oc2ccccc32)cc1 (centres undefined)
→ 1.1%	-4.6%	-22.5	-4.1%	4.3%	-0.8%	i	-18.0%	0.0%
Cc1cccc(C)c1-n1nnnc1C(c1cccs1)N1CCC2(CC1)C(=O)NCN2c1ccccc1 (centres undefined)
→ nt	nt	-4.4	?	-25.8%	?	nt	nt	0.5%
CCc1cc(=O)oc2cc(OCC(=O)N3C[C@H]4C[C@@H](C3)c3cccc(=O)n3C4)ccc12
→ 3.9%	-3.9%	-6.4	-6.7%	-19.5%	2.2%	i	-7.0%	0.4%
COc1ccc(-c2nn(CCC#N)cc2C(=O)Nc2ccc(C(C)=O)cc2)cc1[N+](=O)[O-]
→ 7.8%	-0.8%	-2.7	17.1%	1.3%	3.9%	i	7.4%	0.3%
C=CCn1c(O)c(C(C)=Nc2ccc(N(C)C)cc2)c(=O)[nH]c1=O
→ ?	nt	3.9	16.5%	-21.6%	-5.4%	i	?	0.0%
Cc1ccc(OCC(=O)N2CCN(Cc3cccnc3)CC2)cc1
→ 3.9%	0.3%	-5.3	5.2%[11.3 µM]	8.4%	4.7%	?	-3.7%	-0.4%

Results follow in this order: MCF10A rerep	A549 tox	IL1B secr inh	ATXN2 expr inh	HepG2 viability	TGFb SMAD3 inh	ATXN viability	Nrf2 block	Nrf2 ARE act
O=C(C(=O)N1CCc2ccccc2C1)c1cn(CC(=O)N2CCCCC2)c2ccccc12
→ -6.6%	-0.5%	?	-19.8%	-10.8%	-3.4%	i	?	0.0%
CCn1nc(-c2ccccc2)nc2c(=O)n(C)c(=O)nc1-2
→ 1.46µM*	4.11µM*	-114.3*	28.2µM*	-95.9%	0.562µM*	nt	2.91µM*	-1.8%
CSc1ccc(C(=O)C2CCCN(Cc3cnc(SC)nc3)C2)cc1 (centres undefined)
→ 0.6%	4.6%	-25.2	?	2.0%	0.7%	i	?	4.2%
CC(Oc1ccc(-c2ccccc2)cc1)C(=O)O (centres undefined)
→ 17.0%	-2.6%	9.2	1.4%	-1.2%	1.4%	i	-4.2%	-0.6%
Fc1cccc(CCNCc2ccccn2)c1
→ 7.0%	-1.5%	12.1	3.6%	-7.8%	-15.2%	i	3.7%	-0.2%
C=CCN1C(=O)NC(=O)/C(=C/c2c(CCN(C)C(=O)c3ccccc3)cc3c(c2OC)OCO3)C1=O
→ 0.2%	3.6%	15.7	-3.4%	-12.4%	19.3%	i	-10.0%	2.8%
O=C1NCCCCC1(Cl)Cl
→ 0.5%	0.2%	18.9	29.7%	-8.5%	0.0%	i	-17.8%	-0.5%
Nc1cc2nc3ccccc3nc2cc1N
→ 6.7%	-5.6%	-22.6	-12.6%	8.5%	7.8%	i	11.7%	-0.2%
CC(C)c1ccc(C(=O)N2CCCC(c3cc(C(=O)Nc4ccccc4Cl)no3)C2)cc1 (centres undefined)
→ nt	nt	36.3	-9.4%	-26.6%	?	i	nt	-0.8%
[O-]/[N+](=C/c1cccnc1)c1ccc(Br)cc1
→ 0.6%	3.2%	?	63.5%[activator]	-22.6%	15.5%	i	?	5.4%
COC(=O)C1=CO[C@@H](C)[C@H]2CN3CC[C@]4(C(=O)Nc5ccccc54)[C@@H]3C[C@H]12
→ 4.9%	6.2%	-13.9	0.9%	2.0%	15.2%	i	-2.3%	-0.8%
O=P(NS(=O)(=O)c1ccccc1)(Oc1ccccc1)Oc1ccccc1
→ -7.9%	2.8%	5.0	-5.2%	6.8%	-1.1%	i	7.3%	-0.3%
NC(N)=N/N=C/c1cn(-c2ccccc2)nc1-c1cccs1
→ 7.31µM*	1.7%	-98.4*	nt	11.2µM*	?	nt	-22.8%	-3.0%
Cc1ccc(Sc2ccc(N3CCCC(C(=O)Nc4ccc(Cl)cc4)C3)nn2)cc1 (centres undefined)
→ nt	-13.9%	nt	-4.2%	-16.1%	?	i	?	-0.3%
